# Screening results (PubChem)
# KLF5 inhibitor = suppresses KLF5 promoter-driven expression; DLD-1 KLF5 promoter-luciferase reporter, luminescence; 290,000 tested, 0.23% active; AID 1700; inhibition, % at 5 µM;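 active means inhibition above a per-plate limit of that plate's mean compound inhibition plus 3 SD, cut at about 60% in these data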;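 further: 0% = DMSO wells and 100% = LY294002 at 200 µM; higher means less KLF5 promoter-driven luciferase light; inactives centre near -14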
# aSyn 5UTR inh = MLPCN primary screen, SNCA 5' untranslated region. alpha-synuclein 5'UTR reporter, inhibitor activity. inhibition, % (tested at 7.5 µM). 300,000 tested, 0.82% active. AID 1813; in the data active means inhibition above about 60%; inconclusive means no clear call, values can overlap the other calls;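 further: H4 neuroglioblastoma cells stably carrying SNCA 5'UTR luciferase fusion; 0% = DMSO wells and 100% = positive control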
# HSF1 inhib = HSF1 inhibition; activity change, negative = inhibition, % at 7.5 µM (by protocol); 300,000 tested, 0.77% active; NIH3T3-HGL HSE-luciferase, MG132-induced, luminescence 8 h; hits give low values; AID 2098;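 active means more than half of replicate wells show activity change below -50%, luminescence cut by over half; inconclusive means some wells, but at most half, below -50%; inactive means no replicate well below -50%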;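 further: luciferase reports HSF-1 transcriptional activity via heat shock element; 0% = median of DMSO wells and -100% = zero luminescence signal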
# Platelet DG rel = platelet dense granule release activity | human platelet-rich plasma, SFLLRN dense granule ATP release, luminescence | inhibition, %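 (compounds screened at 7.5 µM in platelet-rich plasma)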 | 300,000 tested, 0.22% active | AID 1663;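 active means mean replicate score, as percent of positive control, at or above 50; inconclusive means mean below 50 but at least one replicate at or above 50; inactive means mean and every replicate below 50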
# HSF-1 act = increases HSF-1 driven luciferase reporter signal. activation, % at 9 µM. 300,000 tested, 1.7% active. NIH3T3-HGL HSF-1 luciferase reporter, MG132, 8 h; 100% = twice DMSO control signal;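 active means mean replicate activation of at least 50% with a set share of replicates each reaching 50%; inconclusive means only one of those two conditions met; inactive means mean below 50% and too few replicates reaching it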;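 further: 0% = median of the neutral control wells and 100% = twice that signal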
# SKKanGAS inh = SKKanGAS growth inhibition | S. pyogenes SKKanGAS, kanamycin growth, BacTiter-Glo, 6 h | inhibition, % at 7.5 µM | 300,000 tested, 1.3% active | AID 1662;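 active means mean replicate score, as percent of positive control median, at least 50; inconclusive means mean below 50 but one replicate at or above 50; inactive means mean and every replicate below 50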;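 further: strain carries kanamycin resistance gene driven by streptokinase promoter and grows in 40 µg/ml kanamycin; loss of luminescence reflects streptokinase promoter inhibition or plain growth inhibition; 0% = median of DMSO wells and 100% = positive control at its reference dose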
# HIF act = HIF pathway transcriptional activation; activation, % at 7.5 µM (by protocol); 300,000 tested, 0.32% active; U2OS HRE-luciferase reporter, luminescence; normalized: DMSO 0%, desferrioxamine 100%; AID 1910;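 active means mean activation of at least 10% of the iron chelator positive control signal, with at least half of replicates also reaching 10%; inconclusive means mean and replicate majority disagree about reaching 10%; inactive means mean and most replicates under 10%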
# IEC-6 tox = counter-screen for KLF5 inhibitors: cytotoxicity in IEC-6 cells; IEC-6 cytotoxicity, luminescence viability; 290,000 tested, 0.78% active; inhibition, % at 5 µM; in the data active means inhibition above about 22%;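 further: 0% = plate median of test compound wells and 100% = cytotoxic reference compound wells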
# HSP90 refold inh = HSP90 refolding inhibition in rabbit reticulocyte lysate. inhibition, % at 5.6 µM. 290,000 tested, 0.91% active. AID 1789. luciferase refolding luminescence, 3 h;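 active means inhibition above the screen-wide mean plus 3 SD, computed separately per campaign, cut at about 16% in these data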;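 further: 0% = DMSO wells and 100% = 60 µM geldanamycin wells; inhibitors lower the luminescence because luciferase stays unfolded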
# AI-2 QS mod = Vibrio harveyi AI-2 quorum sensing modulation. Vibrio harveyi JMH597 AI-2 luminescence/OD600 ratio, 9 h; hits give low values; strain lacks LuxN and CqsS sensors; 0 = neutral-control median. activity change, % at 7.5 µM. 300,000 tested, 0.4% active; in the data active means activity change below about -75%, passing the limit was not always enough; inconclusive means no clear call, values can overlap the other calls;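 further: luminescence divided by OD600 gain over 9 h not by final OD600 alone; inactives centre near 13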
# The depositor's hits bear a star; ? = inconclusive; nt = not tested or not shown. An unsorted share of the library; overall some 6% were active at least once.
SMILES,KLF5 inhibitor,aSyn 5UTR inh,HSF1 inhib,Platelet DG rel,HSF-1 act,SKKanGAS inh,HIF act,IEC-6 tox,HSP90 refold inh,AI-2 QS mod
CN(Cc1ccccc1)C(=O)CN1C(=O)NC(C)(c2ccc(Cl)cc2)C1=O (stereo unspecified),5,-6,0,1,-14,2,0.0,-2,0,6
CC(=O)n1cc([C@H]2C=C(C(=O)N3CCN(Cc4ccc5c(c4)OCO5)CC3)O[C@@H](OCCCCO)C2)c2ccccc21,-2,29,4,3,-7,9,0.1,1,3,19
FC(F)(F)c1cccc(-c2nn[nH]n2)c1,-8,8,-9,3,10,-6,0.2,-2,-4,28
COCCOc1nc2c(c(=O)n(C)c(=O)n2C)n1CCc1ccccc1,-8,0,-3,-1,-1,-2,-10,-6,1,18
CCCCN(CCCC)S(=O)(=O)c1c(C)[nH]c(=O)[nH]c1=O,-5,-4,-1,0,-8,7,-0.6,3,-2,30
Cc1nc(C)c(-c2ccc(SCc3ccccc3F)nn2)s1,-105,-151,21,4,9,-5,3.3,-7,-2,-2
O=C1C2ON(c3ccc(Cl)cc3)C(c3ccco3)C2C(=O)N1c1ccccc1 (stereo unspecified),-1,4,2,0,8,2,-2.7,-3,3,13
COc1ccc(C(=O)NCCSCc2cccc(Cl)c2)cc1OC,-34,7,2,1,3,-13,-0.6,0,1,13
CC1CCCC(C)N1C(=O)Cn1cc(/C=C2/C(=O)Nc3ccccc32)c2ccccc21 (stereo unspecified),23,31,2,0,-3,24,-0.2,0,2,12
CCc1ccc(NC2=NC(C(=O)NC3CCCCC3)CC(=O)N2)cc1 (stereo unspecified),-5,11,-3,-5,-6,-4,0.0,0,3,28
C[C@@H]1CCC[C@H](C)N1Cc1nc(Cc2ccccc2Cl)no1,-24,2,2,2,7,1,0.7,-4,-2,-3
COc1cc(NS(=O)(=O)c2ccc(Br)s2)cc(OC)c1,-32,14,6,0,7,1,0.1,-4,1,23
CCC1Nc2ncnc(N3CCCCC3)c2N(Cc2ccc(Br)cc2)C1=O (stereo unspecified),nt,3,1,11,5,3,1.8,nt,nt,15
Cc1cc2cc(CCNC(=O)C(C)C)c(=O)[nH]c2cc1C,-52,16,-5,10,-8,-10,-0.2,-1,3,26
CCOC(=O)N1CCN(C(=O)C(NS(=O)(=O)c2cccc3nsnc23)c2ccccc2)CC1 (stereo unspecified),-14,2,-2,0,9,-8,-0.6,-1,2,29
CCCOC(=O)c1ccc(-c2c(C)noc2-c2ccc(OC)cc2O)o1,-6,5,7,-2,6,19,-0.6,-1,-1,nt
COc1ccc(-c2cccc(NS(=O)(=O)c3cccc([N+](=O)[O-])c3)c2)nn1,nt,-6,1,1,10,10,0.2,nt,nt,31
O=C(Cc1cn(-c2ccccc2)nc1-c1ccccc1)N1CCCCC1,-13,8,-11,5,-26,3,-0.2,2,0,-1
C=CCC(Nc1ccco1)c1ccccc1 (stereo unspecified),-10,2,0,0,-9,7,0.3,0,2,29
COc1ccccc1NC(=O)c1ccc(-n2cncn2)nc1,11,21,0,0,10,-5,-0.1,1,0,3
COc1ccc(-c2nc(CSCC(=O)NC3CCCC3)c(C)o2)cc1OC,-5,15,0,-2,-4,-3,-0.4,0,2,27
CCn1nnnc1SCC(=O)c1ccc(C)cc1C,-140,-81,25,2,36,1,-0.2,-8,7,37
Cc1cc(C)c(S(=O)(=O)N2CCOC2CNC(=O)C(=O)NCCCn2ccnc2)c(C)c1 (stereo unspecified),-23,10,0,0,1,-5,-0.5,-3,-2,6
Cc1cccc2cc(C3CC(c4cccs4)=NN3S(C)(=O)=O)c(Cl)nc12 (stereo unspecified),6,20,-1,9,-6,4,-0.2,0,1,25
Cc1ccc(C(=O)CC(Nc2ccc(F)cc2)c2ccccc2)cc1 (stereo unspecified),11,-32,-2,-6,-2,-6,2.9,-3,0,5
CCOC(=O)CSc1nc2sccc2c(=O)[nH]1,-23,2,4,0,-4,0,-1.0,-1,1,21
O=C(NCCc1c[nH]c2ccccc12)C(=O)NCC1OCCCN1S(=O)(=O)c1cc(F)ccc1F (stereo unspecified),-5,3,7,0,24,-8,-0.1,0,-1,12
CCCCN(C(=O)CSc1nnc(-c2ccco2)o1)c1c(N)n(Cc2ccccc2)c(=O)[nH]c1=O,18,1,6,2,9,-10,-0.2,-8,-3,29
COc1ccc(-c2noc(N3CCC(C(=O)Nc4cc(OC)c(OC)c(OC)c4)CC3)n2)cc1,-3,6,4,-11,8,15,-0.4,0,-1,18
COc1cc(C(C2C(=O)CC(C)(C)CC2=O)C2C(=O)CC(C)(C)CC2=O)cc(OC)c1OC,-3,12,0,0,-2,1,-4.3,1,-2,22

# Single records, as listed above:
# CCCCN(C(=O)CSc1nnc(-c2ccco2)o1)c1c(N)n(Cc2ccccc2)c(=O)[nH]c1=O across the screens: KLF5 inhibitor = 18; aSyn 5UTR inh = 1; HSF1 inhib = 6; Platelet DG rel = 2; HSF-1 act = 9; SKKanGAS inh = -10; HIF act = -0.2; IEC-6 tox = -8; HSP90 refold inh = -3; AI-2 QS mod = 29
# Cc1cccc2cc(C3CC(c4cccs4)=NN3S(C)(=O)=O)c(Cl)nc12 (stereo unspecified) across the screens: KLF5 inhibitor = 6; aSyn 5UTR inh = 20; HSF1 inhib = -1; Platelet DG rel = 9; HSF-1 act = -6; SKKanGAS inh = 4; HIF act = -0.2; IEC-6 tox = 0; HSP90 refold inh = 1; AI-2 QS mod = 25

# Carrying on.
SMILES,KLF5 inhibitor,aSyn 5UTR inh,HSF1 inhib,Platelet DG rel,HSF-1 act,SKKanGAS inh,HIF act,IEC-6 tox,HSP90 refold inh,AI-2 QS mod
CN(C)C(=O)/C(=C\c1ccc(-c2cccc([N+](=O)[O-])c2)o1)NC(=O)c1ccccc1,-1,31,-7,3,-2,13,-1.1,2,-2,7
COc1ccc(-c2cn(-c3ccccc3)nc2CO)cc1,-42,-43,-89*,-2,-91,-16,1.5,1,-5,nt
O=C(Cc1cc(=O)[nH]c(=O)[nH]1)N1CCN(C(=O)c2ccco2)CC1,5,9,2,-2,8,-3,-0.2,1,-4,2
O=C(/C=C/c1ccc2c(c1)OCO2)NCC1CCCO1 (stereo unspecified),-45,-52,0,5,-1,1,0.9,6,0,17
CCOc1cc(/C=C(\C#N)C(=O)NCc2cccnc2)ccc1O,-16,-37,-4,-10,-6,-11,2.8,7,-2,19
C[C@@H]1CC=C[C@H]2[C@H]1C(=O)N(Cc1ccccc1)[C@H]2c1ccc(-c2ccoc2)cc1F,nt,-2,23,14,36,30,-0.7,nt,nt,-11
CC12C=CC3(CN(Cc4ccccc4)C(=O)C3C1C(=O)NCc1ccco1)O2 (stereo unspecified),-33,-5,-8,-2,-2,1,0.0,-2,5,19
CC(NC(=O)c1cc(-c2ccccn2)nc2ccc(Cl)cc12)C1CCCO1 (stereo unspecified),14,-52,2,8,-8,3,0.0,5,2,21
CCOC(=O)c1cnc2c(C(F)(F)F)cccc2c1NCCCN1CCOCC1,5,-14,-4,-8,-10,0,0.8,8,3,7
COc1cccc(N2C(=O)C3CCCN3C2c2ccc(F)cc2)c1 (stereo unspecified),-2,5,1,0,13,-2,0.2,-3,1,6
CCCN(C(=O)CCCSc1nc2ccccc2[nH]1)c1c(N)n(Cc2ccccc2)c(=O)[nH]c1=O,nt,5,-5,-4,-1,14,-44,nt,nt,25
CC1CCCCN1C(=O)c1cnn2c(C(F)(F)F)cc(-c3ccco3)nc12 (stereo unspecified),-19,-2,-9,6,-16,7,-0.1,-7,-1,20
O=C(c1ccc(Br)cc1)c1cc([N+](=O)[O-])ccc1N1CCOCC1,11,27,-3,1,-19,4,0.8,12,-3,21
CN(C)CCCNC(=S)Nc1ccc(Br)cc1,-5,5,7,10,6,10,0.3,-2,-1,27
CC(C)C(NC(=O)c1ccccc1)c1nnc(SCC(=O)Nc2nccs2)n1C (stereo unspecified),-5,6,4,2,11,0,0.3,3,3,11
COc1cc(C(=O)OC2CCCCC2=O)cc(OC)c1C (stereo unspecified),-6,-8,0,1,2,0,0.2,-7,1,4
CC(C)=C(NC(=O)c1ccccc1)C(=O)Nc1cccc(C)c1,-22,1,-6,-4,13,-2,0.5,-4,4,7
CN(Cc1ccccc1)C(=S)NC(=O)c1ccccc1,24,1,2,4,28,10,0.0,8,2,8
O=C(c1cc(S(=O)(=O)N2CCC3(CC2)OCCO3)ccc1F)N1CCCCC1,-8,-11,-6,-3,0,-1,-0.4,3,5,9
O=C(NCc1ccc(F)cc1)c1ccc2c(c1)S(=O)(=O)c1ccccc1C2=O,nt,5,0,-1,2,8,0.0,nt,nt,6
O=C(CC1Sc2ncnn2C1=O)Nc1ccc(Br)cc1 (stereo unspecified),5,8,-3,21,-9,-4,-0.2,-8,-3,78
CC(c1nnc(SCn2nnc3ccccc3c2=O)n1-c1ccc(Cl)cc1)N(C)C (stereo unspecified),2,21,-2,3,16,-3,-0.4,4,3,7
CCOC(=O)CCCNC(=O)COC(=O)c1cccc(F)c1,-23,11,-2,5,-8,-2,0.0,1,0,14
Cc1ccc(F)cc1NC(=O)N1CCCN(C(=O)OC(C)(C)C)CC1,-25,-3,0,-27,0,-2,0.4,3,-2,14
COc1ccc(NC(=O)c2ccc(-c3ccccc3)cc2)cc1NS(=O)(=O)c1ccc(F)cc1,-24,11,18,-8,7,22,-0.5,-4,4,40
Cc1nn(Cc2ccccc2)c(Cl)c1/C=C/C(=O)OCC(=O)N1CCCC1=O,-5,-27,9,-10,40,11,-0.7,-3,4,13
COc1ccc(/C=C/C(=O)Nc2cc(C)on2)cc1,-61,-216,20,2,43,2,2.0,1,0,9
CCOc1ccccc1NC(=O)c1cccc(NC(=O)C(C)C)c1,-15,13,-2,-8,-10,-6,0.2,-1,1,7
CCc1nnc2n1N=C(c1ccccc1)CS2,-11,5,3,5,-8,1,1.1,-1,1,21
CCOC(=O)[C@@H]1[C@H]2COc3ccc(Br)cc3[C@H]2N2C(=O)N(c3cccc(Cl)c3)C(=O)[C@]12C,-17,7,12,4,22,4,-0.4,4,6,26
Cc1ccccc1C(=O)OC1OC(=O)C(Cl)=C1N1CCOCC1 (stereo unspecified),-29,3,-7,14,-4,16,-0.5,-2,5,15
CC(C)(C)NC(=O)C1Cc2ccccc2CN1C(=O)Nc1cccc(Cl)c1 (stereo unspecified),5,-8,5,4,11,0,0.0,1,0,4
O=C(CCC(=O)Nc1ccc(Br)cc1)N/N=C/c1cc([N+](=O)[O-])ccc1O,-28,10,-35,-1,-43,56*,2.3,2,0,35
CC(=O)c1ccc(OCC(=O)Nc2ccc3c(c2)CCC3)cc1,3,nt,nt,-8,nt,2,nt,3,-3,-33
CCN(CC)S(=O)(=O)c1ccc(OC)c(NC(=O)c2cc3c(=O)n4ccccc4nc3s2)c1,1,17,17,5,?,-13,0.2,8,-1,24
C/C(N)=C(/C#N)C(=O)CSc1nc2scc(-c3ccccc3)c2c(=O)n1C,-29,11,-3,0,7,62*,-0.2,0,-1,8
COc1ccc2oc(-c3ccccc3[N+](=O)[O-])cc(=O)c2c1,-28,7,-7,13,6,13,1.9,44*,4,12
